DNMT1 inh: human DNMT1 methyltransferase inhibitors, primary screen, biochemical, molecular beacon, fluorescence, HinP1I cleavage, uHTS. DNA (cytosine-5)-methyltransferase 1 (Homo sapiens), P26358. inhibition (reported as % activation of signal), % at 10 µM. hit rate 0.83% among 360,000; in the data active means inhibition above about 50%
eLon inh: inhibitors of E. coli Lon protease, primary screen, biochemical, fluorescence polarization; P0A9M0; purified E. coli Lon protease; inhibition, % at 7.94 µM; hit rate 0.42% among 360,000; AID 602123, 2011; in the data active means inhibition above about 13%, passing the limit was not always enough;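 further: 0% = enzyme with probe and DMSO and 100% = no enzyme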
LMPTP block: LMPTP phosphatase inhibitors, primary screen, biochemical, fluorescence intensity, uHTS. recombinant LMPTP-A, OMFP fluorogenic substrate. hit rate 0.22% among 360,000. inhibition, % at 20 µM;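 active means compounds that cut the enzyme signal by at least half of the control window in the single-dose screen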;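 further: plate controls were DMSO wells with enzyme plus substrate for no effect and substrate without enzyme for full effect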
Target sequence (P24666 whole entry, looked up): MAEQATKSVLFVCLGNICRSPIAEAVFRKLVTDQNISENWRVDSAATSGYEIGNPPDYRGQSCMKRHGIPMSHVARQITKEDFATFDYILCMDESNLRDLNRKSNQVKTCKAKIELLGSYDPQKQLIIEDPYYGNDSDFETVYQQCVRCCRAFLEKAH
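Test system: LMPTP-A, protein tyrosine phosphatase of low molecular weight; Input: 0.625 nM enzyme; Incubation: 50 min dark incubation at room temperature; Signal: endpoint fluorescence intensity from OMFP dephosphorylation; Read-out basis: % inhibition versus control wells.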
bovine MsrA act: bovine MsrA enzyme activators, primary screen, biochemical, absorbance, HTS; activation, % at 10.6 µM; hit rate 0.3% among 360,000; Methionine sulfoxide reductase A (Bos taurus); purified bovine MsrA, absorbance read-out; in the data active means activation above about 7.5%;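 further: 0% = vehicle and 100% = reference activator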
NRP1-CendR mod: modulators of CendR peptide binding to NRP-1, primary screen, biochemical, fluorescence polarization, uHTS; Neuropilin-1 (Homo sapiens), O14786; hit rate 0.85% among 360,000; inhibition, % at 25 µM; FAM-RPARPAR peptide binding to NRP-1;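 active means inhibition or corrected inhibition above about 18%, plus a signal ratio from 0.5 to 1.5, limit read from the data, passing the limit was not always enough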; further: strong numbers were not always called active
STEP inh: STEP phosphatase inhibitors, primary screen, biochemical, fluorescence intensity, uHTS | hit rate 0.25% among 360,000 | inhibition, % at 20 µM | recombinant STEP, OMFP fluorogenic substrate;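 active means inhibition at 20 µM, scaled per plate between control wells, above about 37%, limit read from the data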;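 further: 0% = DMSO with enzyme and substrate and 100% = substrate only without enzyme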
Target sequence (P54829 whole entry, looked up): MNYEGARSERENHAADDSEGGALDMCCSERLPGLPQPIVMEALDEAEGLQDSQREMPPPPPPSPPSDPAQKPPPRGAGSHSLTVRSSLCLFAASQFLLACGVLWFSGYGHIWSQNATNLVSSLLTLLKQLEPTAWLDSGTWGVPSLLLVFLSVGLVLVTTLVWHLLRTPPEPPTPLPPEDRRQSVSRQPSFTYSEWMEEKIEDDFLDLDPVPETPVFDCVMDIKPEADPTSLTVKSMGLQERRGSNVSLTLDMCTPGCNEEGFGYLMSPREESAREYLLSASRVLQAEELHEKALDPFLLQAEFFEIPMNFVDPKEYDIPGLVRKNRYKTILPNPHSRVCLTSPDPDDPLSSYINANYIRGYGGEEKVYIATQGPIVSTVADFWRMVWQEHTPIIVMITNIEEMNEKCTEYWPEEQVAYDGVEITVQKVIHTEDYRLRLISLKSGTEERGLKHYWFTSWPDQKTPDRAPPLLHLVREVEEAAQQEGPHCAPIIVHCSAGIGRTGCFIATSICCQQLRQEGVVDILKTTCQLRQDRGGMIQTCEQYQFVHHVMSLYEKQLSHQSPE
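System: STEP phosphatase, cell-free reaction; Buffer or medium: Bis-Tris pH 6.0 buffer with DTT, detergent; Incubation: 20 min at room temperature, dark; Measured by: fluorescence, 480/540 nm.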
Tb MetRS inh: T. brucei MetRS inhibitors, primary screen, biochemical, luminescence | inhibition, % at 11.9 µM | hit rate 0.4% among 360,000 | purified T. brucei MetRS, ATP depletion, Kinase-Glo luminescence | methionyl-tRNA synthetase (Trypanosoma brucei brucei);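 active means inhibition above a per-plate cutoff of the control wells' mean inhibition plus 3 SD, cut at about 5.5% in these data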;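 further: 0% = DMSO wells median and 100% = median of wells with control inhibitor compound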
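technique = Kinase-Glo luminescence, ATP depletion format | system = purified MetRS (methionyl-tRNA synthetase) enzyme from Trypanosoma brucei | timing = 15 min preincubation, 2 h reaction, all 25 °C | evaluation = percent inhibition versus plate control medians | dosing = single dose, 11.9 µM final nominal, 0.9% final DMSO | also added = substrates ATP, L-methionine and bulk Escherichia coli tRNA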
SUMO1-SIM PPI: modulators of SUMO1 protein-protein interactions, primary screen, biochemical, uHTS | hit rate 0.33% among 360,000 | Small ubiquitin-related modifier 1 (Homo sapiens), P63165 | SUMO1 binding to a labelled peptide, TR-FRET, 1 h | inhibition, % at 20 µM; in the data active means inhibition above about 37%
Target sequence (P63165 whole entry, looked up): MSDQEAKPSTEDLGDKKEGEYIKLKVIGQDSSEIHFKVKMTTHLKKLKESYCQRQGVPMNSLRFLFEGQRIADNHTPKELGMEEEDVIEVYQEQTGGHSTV
MsrA inhibitor: bovine MsrA enzyme inhibitors, primary screen, biochemical, absorbance, HTS. Methionine sulfoxide reductase A (Bos taurus). purified bovine MsrA, absorbance read-out. inhibition, % at 15.5 µM. hit rate 0.75% among 360,000. AID 651718, 2012; in the data active means inhibition above about 4.5%;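 further: 0% = vehicle wells with enzyme and 100% = reference inhibitor wells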
Scp-1 inhibitor: Scp-1 phosphatase inhibitors, primary screen, biochemical, colorimetric, uHTS; Carboxy-terminal domain RNA polymerase II polypeptide A small phosphatase 1 (Homo …; Recombinant Scp1, phosphopeptide, malachite green phosphate absorbance; inhibition, % at 20 µM; hit rate 0.88% among 340,000;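 active means inhibition above about 50% at 20 µM, limit read from the data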;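 further: plate controls were DMSO wells with enzyme for no effect and wells lacking enzyme for full effect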
Target sequence (Q9GZU7 76-261 limits assumed): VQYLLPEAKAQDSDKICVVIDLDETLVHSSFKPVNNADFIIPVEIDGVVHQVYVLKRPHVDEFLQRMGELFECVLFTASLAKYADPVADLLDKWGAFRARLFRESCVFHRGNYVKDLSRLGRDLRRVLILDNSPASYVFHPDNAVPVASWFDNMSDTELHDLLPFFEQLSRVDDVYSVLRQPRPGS
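Assay system: SCP-1 catalytic fragment, aa 76-261 | Buffer or medium: Tris acetate buffer pH 5.5 with MgCl2 and Tween-20 | Compound: One concentration, 20 µM, with 1.0% DMSO | Also added: Phospho 17-mer peptide substrate | Signal: Absorbance at 630 nm | Incubation: 45 min enzyme reaction at room temperature | Measure: % inhibition of SCP-1 phosphate liberation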
* = called active by the depositor; . = no result given.

SMILES | DNMT1 inh | eLon inh | LMPTP block | bovine MsrA act | NRP1-CendR mod | STEP inh | Tb MetRS inh | SUMO1-SIM PPI | MsrA inhibitor | Scp-1 inhibitor
Cc1ccccc1CN1C(=O)C(C)Sc2ccc(-c3ccco3)cc21 (stereo not drawn) | 58* | -13 | 1.3 | -2 | -92 | 2 | -0.4 | 6 | -0.9 | .
Cc1ccccc1OCCC(=O)OCC(=O)NC1CCS(=O)(=O)C1 (stereo not drawn) | 3 | 2 | -1.9 | 0 | 0 | 2 | -0.2 | 2 | 0.8 | -4
O=C(O)c1cccc2c1/C(=N/Nc1ccc([N+](=O)[O-])cc1[N+](=O)[O-])c1ccccc1-2 | -3 | 0 | 13 | -1 | 17 | 17 | -0.2 | -4 | . | 86*
C=CCOc1ccc(C(=O)Nc2ccc(OCC)cc2)cc1 | 2 | -7 | -0.3 | -2 | 4 | -1 | 0.2 | 2 | 0.0 | -7
COc1ccc(C2(C)NC(=O)N(CC(=O)Nc3ccc4ccccc4c3)C2=O)cc1OC (stereo not drawn) | -8 | -10 | 2.5 | -2 | 6 | 1 | 0.2 | -3 | -1.5 | -9
COC(=O)c1sc(N2C(=O)C(O)=C(C(=O)c3ccc(C)o3)C2c2cccs2)nc1C (stereo not drawn) | 0 | -49 | 11 | -9 | -41 | 8 | -0.8 | -6 | 1.8 | -2
O=[N+]([O-])c1ccc2c(c1)C(N1CCOCC1)/C(=C/C1(O)CCCCC1)O2 (stereo not drawn) | 2 | -5 | -0.8 | -11 | 9 | -2 | 1.9 | -12 | 2.5 | -7
COc1ccc(Cn2nnnc2C(c2ccc(C)cc2)N2CCN(C3CCCC3)CC2)cc1 (stereo not drawn) | 0 | -11 | -4.6 | 0 | 2 | -4 | -0.8 | -1 | 0.1 | -10
C=CCSc1nnc2c(n1)OC(c1ccco1)Nc1ccccc1-2 (stereo not drawn) | -6 | 18 | -1.6 | -4 | -13 | 3 | 0.2 | -3 | 0.8 | -4
CCCCN(C)Cc1c(C)[nH]c2ccc(OCC)cc2c1=O | 1 | -12 | 2.2 | -12 | -6 | -5 | -1.0 | 5 | 0.8 | 0
COc1cc(CN2CCC(n3nccc3NC(=O)c3ccccc3OC)CC2)ccc1F | 2 | -8 | 0.6 | 0 | 5 | -1 | -0.2 | -5 | 2.1 | -5
O=C(Cc1cccs1)N1CCN(c2ccc(F)cc2)CC1 | -1 | -2 | -1.0 | -6 | -6 | 1 | -2.3 | 2 | -0.2 | 6
CCCCNC(=O)CNC(=O)c1nn(-c2ccc(OC)c(OC)c2)c(=O)c2ccccc12 | 3 | -4 | -1.6 | 0 | -5 | -3 | -0.3 | -12 | 1.6 | .
CC(C)CCNC(=O)c1cc2c(=O)n3ccccc3nc2s1 | 2 | 0 | -0.6 | -10 | -1 | 2 | -1.2 | -27 | 0.5 | 1
Oc1ccccc1-c1cc(-c2ccc(Cl)cc2)n[nH]1 | -15 | 5 | 3.4 | -6 | -5 | 0 | -0.9 | 3 | -0.8 | -2
CC1CCN(CCC(=O)Nc2ccc(Br)cc2)CC1 | 6 | 1 | 0.4 | -10 | 4 | 0 | -0.9 | 1 | 0.7 | 0
O=C(NCc1ccco1)c1cc(-c2cccnc2)nc2ccc(Cl)cc12 | -6 | -14 | -0.5 | -5 | -13 | -2 | -1.3 | -9 | -0.2 | -4
COc1ccc(CCC(=O)Nc2ccccc2C(F)(F)F)cc1 | -7 | -1 | -0.4 | -3 | 24 | 2 | -0.3 | -1 | 0.0 | -3
CC1C(=O)C(C)C(c2ccc([N+](=O)[O-])cc2)NC1c1ccc([N+](=O)[O-])cc1 (stereo not drawn) | -6 | 7 | -0.4 | -4 | -4 | -4 | -0.5 | -13 | -1.1 | -7
CC(=O)Cc1nsc(NC(=O)c2ccc(F)cc2)n1 | -1 | -4 | -0.8 | -3 | 3 | -2 | -0.1 | 2 | -0.5 | -2
CC(=O)Nc1ccc(C(=O)N2CCCC(c3cc(C(=O)NCc4cccnc4)no3)C2)cc1 (stereo not drawn) | 1 | -10 | 0.6 | 2 | 6 | 0 | -0.3 | -4 | 0.6 | .
Cc1ccccc1NS(=O)(=O)c1cccc(-c2nnc(-c3ccccc3)o2)c1 | -1 | -2 | 2.1 | -11 | 13 | -6 | -0.9 | 0 | 1.6 | -11
CCN(CC)S(=O)(=O)c1ccc(NC(=O)CN(c2ccc(OC)cc2OC)S(C)(=O)=O)cc1 | -4 | -1 | -1.1 | 3 | 2 | -4 | -0.2 | 3 | -1.2 | -8
Cc1cccc(N(Cc2cc3cc(C)ccc3[nH]c2=O)C(=O)c2cccs2)c1 | -1 | 3 | 2.9 | -14 | -3 | 1 | -0.1 | -14 | 0.2 | 3
O=C(CN1C(=O)c2ccccc2S1(=O)=O)Nc1ccc(S(=O)(=O)N2CCCCCC2)cc1 | -3 | 1 | -1.0 | 1 | 6 | -6 | -1.2 | 3 | -1.1 | -11
COc1ccc(S(=O)(=O)NNC(=O)Nc2ccc(F)cc2F)c(OC)c1 | 1 | -3 | -1.0 | -3 | -1 | 1 | -0.1 | 0 | 1.3 | 0
O=C(Oc1ccc2c(-c3ccccc3)cc(=O)oc2c1)C1CCCCC1 | 11 | -4 | 3.0 | -5 | 8 | 6 | -1.2 | -9 | 19* | -9
CCCCC1(C2CCCC2)NC(=O)NC1=O (stereo not drawn) | 1 | 0 | -1.9 | 5 | 12 | -5 | -0.2 | 21 | -0.5 | -10
CN1C/C(=C/c2ccncc2)C(=O)/C(=C/c2ccncc2)C1 | 0 | -1 | -2.4 | -1 | -1 | -3 | -0.9 | 0 | 1.8 | 1
O=C(c1ccccc1)c1cc(F)c(N2CCOCC2)cc1Cl | 0 | -1 | 1.0 | 1 | 4 | -5 | 0.5 | 2 | 0.2 | -8

Three structures out of the list, arranged by count of non-hydrogen atoms, largest number first:
SMILES | DNMT1 inh | eLon inh | LMPTP block | bovine MsrA act | NRP1-CendR mod | STEP inh | Tb MetRS inh | SUMO1-SIM PPI | MsrA inhibitor | Scp-1 inhibitor
CCN(CC)S(=O)(=O)c1ccc(NC(=O)CN(c2ccc(OC)cc2OC)S(C)(=O)=O)cc1 | -4 | -1 | -1.1 | 3 | 2 | -4 | -0.2 | 3 | -1.2 | -8
O=C(Oc1ccc2c(-c3ccccc3)cc(=O)oc2c1)C1CCCCC1 | 11 | -4 | 3.0 | -5 | 8 | 6 | -1.2 | -9 | 19* | -9
CN1C/C(=C/c2ccncc2)C(=O)/C(=C/c2ccncc2)C1 | 0 | -1 | -2.4 | -1 | -1 | -3 | -0.9 | 0 | 1.8 | 1

The listing continues:
SMILES | DNMT1 inh | eLon inh | LMPTP block | bovine MsrA act | NRP1-CendR mod | STEP inh | Tb MetRS inh | SUMO1-SIM PPI | MsrA inhibitor | Scp-1 inhibitor
CCOC(=O)c1cc(NC(=O)Nc2cc(C)ccn2)c(C)nc1C | -17 | -4 | 0.9 | -4 | -1 | 3 | -0.3 | 3 | -0.7 | -5
CCN(CC(=O)NCCc1ccc(S(N)(=O)=O)cc1)Cc1nc2ccccc2c(=O)[nH]1 | 1 | -3 | -2.5 | -2 | -78 | 0 | -0.7 | 4 | 0.3 | -4
CCn1c(=O)c2sccc2n(Cc2ccc(C)cc2)c1=O | -1 | -8 | -0.7 | -8 | 6 | -1 | -0.4 | -3 | -0.6 | -5
COc1cc(NC(=O)c2ccccc2)c(OC)cc1NC(=O)Cc1ccc(Br)cc1 | -7 | 5 | -0.3 | -5 | -2 | 5 | -0.6 | 14 | 0.5 | -2
CCC(C)NS(=O)(=O)c1ccc(OCC(=O)Nc2ccc(F)cc2F)cc1 (stereo not drawn) | 0 | -6 | 0.4 | -3 | 8 | 0 | -1.6 | 2 | -1.4 | -9
Cc1cc(=O)[nH]c(N=N/C(=N/Nc2ccc(O)cc2)c2ccccc2)n1 | -3 | 4 | -0.9 | -4 | 6 | 4 | -0.9 | -26 | 1.2 | -10
COC1(NS(=O)(=O)c2ccc(Br)cc2)C(C)=CC(=O)C=C1C | 0 | -3 | -0.1 | -2 | -12 | 0 | 0.1 | 3 | 1.6 | -10
CCCOc1cccc(C(=O)NCCCNC(=O)c2ccccn2)c1 | 1 | -12 | -0.9 | -5 | 4 | 0 | -0.3 | 2 | 1.0 | -6
CC(=O)Nc1cccc(C(=O)OC(C)C(=O)N2CCc3ccccc32)c1 (stereo not drawn) | 2 | -9 | -1.8 | -2 | 2 | -1 | -0.6 | 4 | -0.3 | -6
O=c1c2ccccc2nc(N/N=C/c2ccccc2)n1O | -2 | -13 | -1.7 | -1 | -3 | 2 | -0.3 | 0 | 1.4 | -8

A different layout for some results above.
Molecule: CCC(C)NS(=O)(=O)c1ccc(OCC(=O)Nc2ccc(F)cc2F)cc1 (stereo not drawn)
  DNMT1 inh = 0
  eLon inh = -6
  LMPTP block = 0.4
  bovine MsrA act = -3
  NRP1-CendR mod = 8
  STEP inh = 0
  Tb MetRS inh = -1.6
  SUMO1-SIM PPI = 2
  MsrA inhibitor = -1.4
  Scp-1 inhibitor = -9

Molecule: CCOC(=O)c1cc(NC(=O)Nc2cc(C)ccn2)c(C)nc1C
  DNMT1 inh = -17
  eLon inh = -4
  LMPTP block = 0.9
  bovine MsrA act = -4
  NRP1-CendR mod = -1
  STEP inh = 3
  Tb MetRS inh = -0.3
  SUMO1-SIM PPI = 3
  MsrA inhibitor = -0.7
  Scp-1 inhibitor = -5

Molecule: COC1(NS(=O)(=O)c2ccc(Br)cc2)C(C)=CC(=O)C=C1C
  DNMT1 inh = 0
  eLon inh = -3
  LMPTP block = -0.1
  bovine MsrA act = -2
  NRP1-CendR mod = -12
  STEP inh = 0
  Tb MetRS inh = 0.1
  SUMO1-SIM PPI = 3
  MsrA inhibitor = 1.6
  Scp-1 inhibitor = -10

Molecule: COc1cc(NC(=O)c2ccccc2)c(OC)cc1NC(=O)Cc1ccc(Br)cc1
  DNMT1 inh = -7
  eLon inh = 5
  LMPTP block = -0.3
  bovine MsrA act = -5
  NRP1-CendR mod = -2
  STEP inh = 5
  Tb MetRS inh = -0.6
  SUMO1-SIM PPI = 14
  MsrA inhibitor = 0.5
  Scp-1 inhibitor = -2

Assay outcomes as filed in PubChem BioAssay.
